# Assay outcomes from PubChem.
# PLK1 PBD block: PLK1 (human) polo-box domain binding inhibition | P53350 | Plk1 PBD binding of FITC phosphopeptide, fluorescence polarization | Potency, µM, for the others: max response, negative = inhibition, actives largely listed as inhibitors | 360,000 compounds, 2.8% hits | AID 720504; also: potency is read from the fitted curve at half-maximal effect; series mostly up to about 57 µM; % is scaled to controls: 0 for no effect and ±100 for the full control effect; nearly all actives have a fitted effect of over 65% in size
# PI5P4Ka inh: inhibitors of human PI5P4K alpha; P48426; PI5P4Kalpha enzyme, ADP-Glo luminescence, 60 min; active compounds read low; max response, %; 330,000 compounds, 1.2% hits; AID 652105; active = max response of -50% or lower; inconclusive = between -30% and -50%; inactive = -30% or higher; also: value at the top dose of about 77 µM; % is scaled to controls: 0 for no effect and ±100 for the full control effect
#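 Single end-point luminescence (ADP-Glo) quantified ADP from PI5P4Kalpha turnover; ATP 5 microM final, 1 h at RT, 0.1% CHAPS and 0.28 mM EGTA in HEPES pH 7.4.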
# DRD3 antagonist: antagonists of human D3 dopamine receptor; 360,000 compounds, 2.5% hits; AID 652054; max response, negative = inhibition, %; P35462; D3R cells, DiscoveRx beta-arrestin luminescence, antagonist mode; active compounds read low; in the data active = max response below about -50%; inconclusive = no clear call, values can overlap the other calls; also: % is scaled to controls: 0 for no effect and ±100 for the full control effect; mostly tested at two doses, the higher about 12 µM
#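 Cells plated overnight at 1500 cells/well, then exposed to library compounds with dopamine controls for 90 minutes at 37 degrees C. DiscoveRx reagent added for 30–60 minutes at room temperature; luminescence read, quantitative HTS format.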
# GLP-1R inv ag: GLP-1 receptor (human) inverse agonism. P43220. HEK293 GLP-1R CRE-luciferase, luminescence, 24 h; GLP-1R form is constitutively active. Potency, µM (highest dose often 38.3 µM), for the others: at the highest dose activity change, negative = inhibition, hits mostly inhibitors. 410,000 compounds, 1.6% hits. AID 624417; also: potency is read from the fitted curve at half-maximal effect; % is scaled to controls: 0 for no effect and ±100 for the full control effect; nearly all actives have a fitted effect of over 55% in size
#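 Inverse agonism was detected as reduced cAMP-driven luciferase luminescence after 24 h compound treatment. The cells were HEK293 clones expressing constitutively active human GLP-1R with the reporter. Reporter-only and GPR119 cell lines served as counterscreen controls.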
# GLP1R cytotox: cytotoxicity in counter-screen for GLP-1R inverse agonists. HEK293 cAMP-luciferase reporter cells, luminescence, 24 h. Potency, µM (top dose mostly 38.3 µM), without a hit: at the highest dose activity change, negative = inhibition, actives largely listed as inhibitors. 410,000 compounds, 0.13% hits. AID 624418;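 also: loss of luciferase light is scored as toxicity; potency is read from the fitted curve at half-maximal effect; % is scaled to controls: 0 for no effect and ±100 for the full control effect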
#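 Cells in DMEM/10% Nu serum/1% pen-strep, 1536-well format. Pre-incubated 12 h, dosed with 23 nL compound, incubated a further 24 h. Luciferase detection, 12 min at room temp, luminescence.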
# GLP-1R agonist: agonists of human GLP-1 receptor; 380,000 compounds, 0.007% hits; HEK293 GLP-1R CRE-luciferase, luminescence, 4-6 h; cells express a hypersensitive GLP-1R form; AID 624172; P43220; Potency, µM (titrated, usually from 45.6 µM), for the others: top-dose activation, hits mostly activators; also: potency is read from the fitted curve at half-maximal effect; % of control where 0% means no effect
# WRN helicase inh: inhibitors of human WRN helicase. WRN helicase unwinding, fluorescent forked duplex, kinetic. Potency, µM (top dose mostly 114 µM), inactives show top-dose activity change, negative = inhibition, usual class: inhibitors. 360,000 compounds, 0.46% hits. AID 651768; also: potency is read from the fitted curve at half-maximal effect; % is scaled to controls: 0 for no effect and ±100 for the full control effect; nearly all actives have a fitted effect of over 55% in size
#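 Fluorescence dequenching readout, ex 525 nm/em 598 nm, kinetic mode: forked duplex DNA (100 nM final) with adjacent fluorophore and quencher unwound by WRN (20 nM final) with 2 mM ATP. Compound preincubation 15 min, room temperature.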
# DRD3 agonist: D3 dopamine receptor (human) agonism | D3R DiscoveRx beta-arrestin cells, luminescence, 90 min | max activation, % | 410,000 compounds, 0.58% hits | AID 652048; in the data active = max activation above about 30%; also: 0% is about no effect; mostly tested at two doses, the higher about 12 µM
#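 Agonist-mode cell screen: cells plated at 1500/well and incubated overnight at 37 °C, then exposed to library compounds for 90 min at 37 °C. Detection reagent was added for 30–60 min at room temperature, and luminescence was read.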
# IL-2 act: activates IL-2 in a cell-based reporter assay; IL-2 activation reporter assay, cell-based qHTS; stimulated with anti-CD3/CD4/CD28 beads; in transgenic mouse T cells; activation, % (series mostly up to about 46 µM); 360,000 compounds, 0.065% hits; in the data active = activation above about 50%; inconclusive = mostly about 30% to 49%; also: 0% is about no effect
#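 Screening format: compound pinned onto unstimulated transgenic mouse T cells, 60 min incubation, then anti-CD3/anti-CD4/anti-CD28 bead stimulation for 18 hours at 37 degrees C, followed by EGFP and DsRed detection.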
# Starred values were filed as active, the others as inactive; ? = inconclusive; · = not tested or not shown; [ ] = another dose, or the depositor's remark. Unless noted, calls follow the shape of the dose curve; as a rule, active = well fitted curve in the direction sought with a large enough effect; inconclusive = small, poorly fitted or top-dose-only effect, or another doubt; inactive = no such curve, though single readings can be large; an effect the other way counts as inactive or inconclusive.
SMILES,PLK1 PBD block,PI5P4Ka inh,DRD3 antagonist,GLP-1R inv ag,GLP1R cytotox,GLP-1R agonist,WRN helicase inh,DRD3 agonist,IL-2 act
O=C(NN1CCOCC1)c1ccc(Cl)cc1[N+](=O)[O-],-5%,9,2,0%,7%,-2%,-10%,7,-3.0
CN(C1CCCCC1)S(=O)(=O)c1ccc(-c2ccccn2)s1,-1%,9,-11,?,-4%,10%,-11%,-6,-0.9
COc1cc(NC(=O)c2cc(Br)cc(C)c2OC)ccc1NC(=O)C(C)C,-5%,2,-14,1%,-11%,28%,-2%,14,-1.8
COc1cccc(NC(=O)CSc2nnc(Cn3c(=O)sc4ccccc43)n2C)c1,2%,6,7,-2%,-2%,0%,10%,3,-3.6
COc1cccc(CN2C(=O)c3ccccc3S2(=O)=O)c1,-9%,4,6,-2%,5%,19%,5%,4,1.1
O=C(N/N=C/C(Cl)=C/c1ccc([N+](=O)[O-])cc1)C(=O)Nc1ccccc1C(=O)O,-24%,-50*,1,125%[activator],-3%,12%,?,1,0.1
COc1ccc2nc(NC(=O)Cn3cnc4ccccc4c3=O)sc2c1,1%,5,-12,12%,6%,7%,2%,-5,0.4
NC(=O)CC[C@@H]1NC(=O)[C@H](CO)NC(=O)c2cc([N+](=O)[O-])cc(I)c2OCC[C@@H](C(N)=O)NC1=O,-4%,-2,-3,9%,-10%,10%,-4%,7,0.2
COc1ccccc1-c1c(-c2ccc(O)cc2O)n[nH]c1C(F)(F)F,-4%,12,18,11µM*,-15%,-3%,-7%,1,-4.4
COC(=O)c1cn(Cc2cc(OC)ccc2OC)cc(F)c1=O,-3%,-3,14,11%,5%,2%,1%,6,-2.7
O=C(Nc1nc(-c2ccccc2)cs1)Nc1ccc(F)cc1F,?,4,12,5%[0.307 µM],2%[0.307 µM],12%,0%,6,-0.2
CCCCOC(=O)CNc1nnc(SCC(=O)OCC)[nH]c1=O,13µM*,10,10,15%,-37%,-6%,?,-8,-0.8
O=C(Nc1ccc(S(=O)(=O)N2CCCCCC2)cc1)c1ccc(Br)o1,-1%,6,-11,0%,-20%,11%,-10%,1,0.0
O=C(Cc1ccc(Cl)cc1Cl)OCC(=O)c1ccc[nH]1,-6%,-6,0,0%,-14%,10%,3%,-7,-0.7
CC1CCN(c2ccc(-c3cccs3)nn2)CC1,-6%,?,-5,?,0%,-13%,2%,2,-2.9
CC(NC(=O)c1cccc(S(=O)(=O)N(C)C)c1)C1CC2CCC1C2 (stereo unspecified),-12%,7,-12,-7%,11%,13%,12%,-10,1.1
COc1ccc(C(CNC(=O)c2ccc(NS(=O)(=O)c3ccc4c(c3)OCCO4)cc2)N(C)C)cc1 (stereo unspecified),-1%,10,-18,?,2%,-1%,1%,-31,-1.1
COc1ccc(NC(=O)CN(C)C(=O)CCc2c[nH]c3ccccc23)cc1,-4%,-4,0,-14%,-22%,2%,-1%,12,1.0
CC1CCCN(C(=O)C(C)Nc2cc(Cl)ccc2N2CCOCC2)C1 (stereo unspecified),?,0,5,-18%,-11%,4%,-3%,-2,-2.3
CC(C(=O)Nc1sc2c(c1C#N)CCCCC2)N1C(=O)c2ccccc2C1=O (stereo unspecified),-3%,6,22,7%,13%,-1%,-9%,-5,1.0
CC(C)C[C@@H](CN=[N+]=[N-])N1CCN(C)CCC1=O,1%,0,5,4%,6%,-6%,-12%,-18,-2.8
Cc1nc(CS(=O)(=O)c2ccc(Cl)cc2)sc1C(=O)O,-4%,-6,-5,-13%,?,-5%,9%,18,0.2
Cc1cc(C)n(-c2cccc(CN(C)Cc3nc(-c4cnccn4)no3)c2)n1,-9%,1,0,5%,2%,10%,-7%,1,-0.4
CCCCNc1c(-c2cccc(-c3ccc(OC)cc3)c2)nc2ccc(C)cn12,-9%,-21,0,?,?,-10%,-9%,-4,-0.6
Cc1occc1-c1nnc(SCC(=O)NCCc2ccccc2)n1C(C)c1ccccc1 (stereo unspecified),-7%,0,-27,?,-8%,5%,-1%,-3,-0.6
COC(=O)Nc1ccc(S(=O)(=O)N2CCCC(C(=O)Nc3cccc4c3OCCO4)C2)cc1 (stereo unspecified),2%,·,9,1%,0%,5%,-6%,-1,-2.0
N=c1c2c3c(sc2ncn1Cc1ccccc1)CCCC3,4%,12,20,?,1%,4%,-13%,-3,0.8
COc1ccc(-n2c(SCC(=O)Nc3ccc(NC(C)=O)cc3)nc3c([nH]c4ccccc43)c2=O)cc1OC,-5%,-8,7,129%[activator],0%,12%,-11%,2,0.0
O=c1[nH]c(-c2ccccc2)nn1-c1ccc(Br)cc1Br,-10%,7,5,5%,-6%,1%,2%,8,-0.5
Cc1ccc(-n2c(O)c(C=Nc3ccc4c(c3)OCO4)c3ccccc3c2=O)cc1C,-6%,·,-28,0%,-11%,-7%,-5%,4,14
O=C(COC(=O)C1CCN(S(=O)(=O)c2ccc(Cl)c(C(F)(F)F)c2)CC1)NCC1CCCO1 (stereo unspecified),-2%,2,1,-15%,3%,1%,5%,3,0.5
NNC(=O)c1ccc(N2CCc3ccccc32)c([N+](=O)[O-])c1,-6%,-14,-5,-1%[7.66 µM],-12%[7.66 µM],1%,-12%,-3,0.0
Cc1ccccc1CN1CCC(C(=O)Nc2ccc(Oc3cccnc3)cc2)CC1,-6%,-6,-14,?,-13%,-6%,-1%,-7,-1.6
CCCCN1CC2([N+](=O)[O-])C=CC(=O)C([N+](=O)[O-])(C1)C2CC(=O)c1ccccc1 (stereo unspecified),-14%,-18,14,1%,-25%,1%,-2%,2,2.1
O=C(Oc1ccccc1)N1CCN(c2ccc(F)cc2)CC1,-10%,9,0,-17%,-16%,1%,3%,-6,-0.3
Nc1ccc(NC2C[C@@H](C(=O)O)NC2=O)cc1 (stereo partly specified),-8%,-3,-2,6%,-6%,7%,2%,-1,-0.7
COc1ccccc1CC(=O)N(Cc1ccccc1)c1cccc(C)c1,-14%,0,-16,?,-3%,6%,1%,-4,-5.2
Cc1ccc(C(=O)Cn2c(NCCO)nc3ccccc32)cc1,-10%,5,-19,-29%,-12%,-3%,-16%,-6,0.7
Cc1ccc(-c2noc(C3CCN(S(=O)(=O)c4ccc5c(c4)OCCO5)CC3)n2)o1,2%,·,55,0%,-6%,-8%,-14%,5,-1.2
Cc1ccnc(NC(=O)c2ccc(S(=O)(=O)N3CCCC3)cc2)c1,-5%,1,-10,2%,-4%,16%,10%,-6,-1.8
CCCCC(CC(O)COCCC)c1n[nH]c(=S)n1-c1ccccc1 (stereo unspecified),2%,-4,7,6%,-8%,1%,7%,7,-4.5
O=C(CN1C(=O)c2ccccc2S1(=O)=O)NCCSCc1cccc(Cl)c1,-16%,3,6,-8%,-3%,14%,-3%,-9,-1.1
Cc1cccc(-c2nc(C(N)=O)c3c(n2)n(-c2ccc4c(c2)OCO4)c(=O)n3C)c1,·,·,·,-12%,8%,1%,·,-6,·
CC(C)NS(=O)(=O)c1ccc(OCC(=O)Nc2ccc3c(c2)OCCO3)cc1,-9%,·,-24,11%,0%,0%,-10%,-7,-0.4
Cc1cccc(C)c1OCc1cc(C(=O)NC2CCC2)no1,5%,-1,12,5%,3%,10%,3%,-3,0.4
CCCCN(CCCNC(=O)CN1C(=O)COc2ccc(S(=O)(=O)N3CCC(C)CC3)cc21)Cc1ccccc1,-5%,3,-12,9%,2%,-3%,0%,-4,1.8
Cc1ccc(NS(=O)(=O)c2c(C)nc3sccn3c2=O)cc1C,0%,5,10,-9%,-12%,9%,-2%,7,-0.5
CCOc1ccc2nc(NC(=O)c3ccc(OC)c(S(=O)(=O)N4CCOCC4)c3)sc2c1,-29%,-14,12,-12%,-15%,-1%,-14%,7,0.3
Cc1nn(CC(=O)Nc2ccc3c(c2)oc2ccccc23)c(=O)c2ccccc12,3%,0,-18,1%,0%,-8%,-30%,-1,-0.3
Cc1ccc(S(=O)(=O)NCC(=O)OCc2cc(=O)oc3c(C)c(C)ccc23)cc1C,-6%,-7,-23,8%,-2%,8%,-4%,-2,0.7

# New compounds follow.
SMILES,PLK1 PBD block,PI5P4Ka inh,DRD3 antagonist,GLP-1R inv ag,GLP1R cytotox,GLP-1R agonist,WRN helicase inh,DRD3 agonist,IL-2 act
CC1Cc2ccccc2N1C(=O)CN1CCN(S(=O)(=O)c2ccc3c(c2)OCCCO3)CC1 (stereo unspecified),-18%,-7,3,?,-7%,6%,0%,-1,-0.1
COc1ccc(CN=C(C)c2c(C(F)(F)F)[nH]n(-c3nc4ccccc4s3)c2=O)cc1,-2%,·,6,-4%,-2%,0%,3%,-2,-0.2
CCOC(=O)N1CCN(C(=O)CSc2nc3nc(C)cc(C)n3n2)CC1,0%,2,-8,3%,-2%,2%,-7%,-8,-1.8
C=C(C(=O)c1ccccc1)C(C)C(=C)C(=O)c1ccccc1,2%,-2,?,?,?,-22%,-17%,-3,-0.8
CSc1c(CC(=O)Nc2ccccc2C(F)(F)F)n(Cc2ccccc2)c2ccccc12,3%,-1,0,-24%,2%,-1%,6%,2,-3.5
O=C(CCc1nnc2ccc(NCc3ccccc3Cl)nn12)NC1CCCCC1,?,-20,7,14%,-6%,0%,4%,0,-4.4
Cc1ccc(OCC(=O)Nc2ccc3c(c2)OCCO3)cc1C,-20%,0,4,?,5%,6%,-8%,-6,-0.6
C=CCOc1ccc(C2c3c(oc4ccc(C)cc4c3=O)C(=O)N2CCCN2CCOCC2)cc1 (stereo unspecified),·,·,·,8%,-1%,0%,·,-23,·
